Screening results deposited in PubChem by several laboratories.
CAL PDZ FP-1 = untagged CAL PDZ binding inhibitors, primary screen, biochemical, fluorescence polarization, HTS; Golgi-associated PDZ and coiled-coil motif-containing protein (Homo sapiens), Q9HD26; purified CAL PDZ, TMR-peptide fluorescence polarization, 1 h; inhibition, % at 24.9 µM; 300,000 compounds, 0.92% hits; AID 602252, 2012;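 active = mean inhibition of at least 30% with at least half of replicates also reaching 30%; inconclusive = no clear call, values can overlap the other calls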;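 also: 0% = DMSO neutral control and 100% = excess unlabeled competitor peptide PRC23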
RTF Ca sens act = cardiac RTF calcium sensitivity activators, primary screen, biochemical, IANBD-TnC fluorescence, EC20 calcium. AID 493008, 2010. 340,000 compounds, 0.24% hits. Troponin I, cardiac muscle (Homo sapiens) + Troponin T, cardiac muscle (Homo sapiens) + …. activation, % at 7.2 µM. IANBD-labeled TnC RTF fluorescence at EC20 calcium; 0% EC20 calcium, 100% full calcium;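 active = activation above the mean over all tested compounds plus 3 SD, cut at about 30% in these data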;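 also: rise in fluorescence read as greater calcium sensitivity of cardiac thin filaments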
PKA-R2B act = activators of PKA-R2B holoenzyme, primary screen, biochemical, fluorescence polarization, Cy5-IP20, human | 340,000 compounds, 0.079% hits | activation, % at 11.4 µM | cAMP-dependent protein kinase catalytic subunit beta (Homo sapiens) + cAMP-dependent … | PKA-R2B holoenzyme dissociation; R2B truncated from residue 108, S112A mutant; 0% DMSO only, 100% 113 µM cGMP;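 active = activation above a cutoff set at the mean over all compounds plus 3 SD, cut at about 18% in these data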;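 also: higher means more holoenzyme dissociation and a rise in polarization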
SR-BI DiI-HDL act = activators of SR-BI mediated DiI-HDL uptake, primary screen, ldlA[mSR-BI] CHO cells, DiI fluorescence | 3 h; 100 = double the neutral-control signal | activation, % at 12.5 µM | 320,000 compounds, 0.096% hits;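 active = mean replicate activation of at least 60% and every replicate at or above 60%; inconclusive = mean or all-replicate condition met, but not both; inactive = mean below 60% and not all replicates reaching 60%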;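 also: 0% = median plate neutral-control signal and 100% = twice that signal; values of inactives mirror those of a sister screen read the other way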
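Material – SR-BI-overexpressing, LDLR-lacking CHO cells · Medium – BSA-supplemented, HEPES-buffered Ham's F12, pH 7.4 · Doses – single concentration · Times – compound with DiI-HDL co-incubation, 3 h at 37 °C · Measured by – bottom-read fluorescence, 550/595 nm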
C-LANA FP = inhibitors of KSHV C-LANA binding to DNA, primary screen, biochemical, fluorescence polarization, FAM-LBS DNA, MBP-C-LANA, single point. Kaposi's sarcoma herpesvirus LANA C-terminal domain (residues 932-1162) DNA binding. inhibition, % at 9 µM. 340,000 compounds, 0.078% hits. AID 504423, 2011;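 active = highest replicate inhibition at or above 60% at 9 µM, even if other replicates fall short; inactive = all replicates below 60% inhibition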;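 also: 0% = neutral control wells and 100% = 4 µM acridine orange control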
Keap1-Nrf2 PPI = Keap1-Nrf2 protein-protein interaction inhibitors, primary screen, biochemical, fluorescence polarization, single point. Kelch-like ECH-associated protein 1 (Homo sapiens), Q14145. Keap1 Kelch-Nrf2 peptide fluorescence polarization, 1536-well. inhibition, % at 9.4 µM. 340,000 compounds, 0.15% hits; in the data active = inhibition above about 12%; inconclusive = no clear call, values can overlap the other calls; inactive = below about 7.3%;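 also: human Keap1 Kelch domain with fluorescein labeled Nrf2 9mer peptide probe; 0% = neutral control wells and 100% = peptide positive control; higher means more block of Keap1 binding to Nrf2 peptide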
CAL PDZ FP-2 = CAL PDZ peptide-binding inhibitors, primary screen, biochemical, fluorescence polarization, Cer-tagged CAL PDZ, HTS | Golgi-associated PDZ and coiled-coil motif-containing protein (Homo sapiens), Q9HD26 | purified CAL PDZ, TMR-peptide fluorescence polarization, 1 h | inhibition, % at 20 µM | 330,000 compounds, 0.02% hits | AID 504414, 2011;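 active = highest replicate inhibition of at least 40%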;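 also: plate controls were DMSO neutral control wells for no effect and unlabeled competitor peptide control wells for full effect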
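material = purified tagged CAL PDZ domain construct (CerCALP) | compound dosing = 20 µM, one dose | times = 1 h at RT | measured by = fluorescence polarization from S- and P-plane intensities, G-factor corrected | read-out = inhibition from polarization loss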
Cardiac RTF inh = cardiac RTF calcium sensitivity inhibitors, primary screen, biochemical, IANBD-TnC fluorescence, EC70 calcium. inhibition, % at 7.15 µM. 340,000 compounds, 0.12% hits. AID 493244, 2011. IANBD-labeled cardiac RTF, Ca2+ fluorescence. Troponin I, cardiac muscle (Homo sapiens) + Troponin T, cardiac muscle (Homo sapiens) + …;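 active = inhibition above the mean inhibition of all tested compounds plus 3 SD, cut at about 17% in these data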;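 also: assay run at fixed EC70 calcium of 1.6 mM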
Rtt109 HAT inh = inhibitors of C. albicans Rtt109/Vps75 HAT, primary screen, biochemical, ThioGlo CoA-SH fluorescence, plate reader; purified Rtt109/Vps75, 4 h; AID 540336, 2011; 330,000 compounds, 0.16% hits; inhibition, % at 34.9 µM; Histone acetyltransferase RTT109 (Candida albicans (strain SC5314 / ATCC MYA-2876)), …;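 active = inhibition of at least 50% in every replicate; inconclusive = best replicate reaches 50% inhibition but some replicates fall short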
Target sequence (Q5AAJ8 whole entry, looked up): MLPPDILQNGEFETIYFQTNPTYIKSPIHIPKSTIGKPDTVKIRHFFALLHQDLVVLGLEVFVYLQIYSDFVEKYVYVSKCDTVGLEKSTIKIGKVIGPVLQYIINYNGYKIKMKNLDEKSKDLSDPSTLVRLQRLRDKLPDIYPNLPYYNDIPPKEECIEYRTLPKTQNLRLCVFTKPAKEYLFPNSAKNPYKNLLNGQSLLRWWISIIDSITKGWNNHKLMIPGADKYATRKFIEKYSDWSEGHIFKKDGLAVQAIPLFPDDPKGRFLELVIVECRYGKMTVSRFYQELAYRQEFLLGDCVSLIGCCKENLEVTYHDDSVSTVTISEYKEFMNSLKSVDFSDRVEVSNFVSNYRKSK
DAGLB inh = DAGLB lipase inhibitors, primary screen, biochemical, fluorescence, HTS; 340,000 compounds, 0.059% hits; inhibition, % at 5.17 µM; Diacylglycerol lipase-beta (Homo sapiens), Q8NCG7; AID 504411, 2011; HEK293T DAGLB membrane lysate, EnzChek fluorogenic substrate; in the data active = inhibition above about 34%;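 also: 0% = enzyme with vehicle and 100% = wells lacking enzyme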
Target sequence (Q8NCG7 whole entry, looked up): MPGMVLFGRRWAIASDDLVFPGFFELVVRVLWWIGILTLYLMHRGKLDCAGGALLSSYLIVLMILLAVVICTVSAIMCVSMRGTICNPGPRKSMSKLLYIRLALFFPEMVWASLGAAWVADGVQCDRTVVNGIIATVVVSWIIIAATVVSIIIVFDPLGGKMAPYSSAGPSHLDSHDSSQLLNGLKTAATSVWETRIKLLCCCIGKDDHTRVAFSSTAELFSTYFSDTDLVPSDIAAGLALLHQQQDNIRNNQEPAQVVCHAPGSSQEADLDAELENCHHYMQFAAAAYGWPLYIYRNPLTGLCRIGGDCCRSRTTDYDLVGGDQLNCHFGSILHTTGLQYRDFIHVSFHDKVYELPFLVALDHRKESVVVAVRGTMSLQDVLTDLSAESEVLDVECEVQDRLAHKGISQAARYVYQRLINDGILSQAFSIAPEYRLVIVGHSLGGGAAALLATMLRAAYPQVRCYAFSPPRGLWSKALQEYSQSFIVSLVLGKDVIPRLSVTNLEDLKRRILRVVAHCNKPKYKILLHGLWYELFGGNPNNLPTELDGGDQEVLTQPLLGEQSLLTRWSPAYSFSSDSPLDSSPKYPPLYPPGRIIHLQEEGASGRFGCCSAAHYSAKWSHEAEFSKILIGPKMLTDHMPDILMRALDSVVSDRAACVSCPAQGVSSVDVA
* marks the source's active call; other numbers are inactive results; ? = inconclusive; nt = not tested or not shown.

SMILES	CAL PDZ FP-1	RTF Ca sens act	PKA-R2B act	SR-BI DiI-HDL act	C-LANA FP	Keap1-Nrf2 PPI	CAL PDZ FP-2	Cardiac RTF inh	Rtt109 HAT inh	DAGLB inh
COc1ccc(Cl)cc1NC(=O)CNCC(c1ccccc1)N(C)C (centres undefined)	-8	-2	-1	18	0.1	0	-0.1	14	1	-3
C=CCOc1ccccc1CNCCNC(=O)c1nonc1N	9	5	-8	-3	-1.1	-6	0.3	-5	3	-1
Cc1nc2ccccc2n1CC(=O)OCC(=O)NC1CC1	4	5	1	0	0.1	1	0.5	10	-7	-1
COc1ccccc1-c1nc(SCC(=O)N2CCOCC2)n[nH]1	-5	1	3	nt	-1.0	-1	-0.5	0	4	0
CN1CCN(S(=O)(=O)c2ccc(NC(=O)c3ccccc3Cl)cc2)CC1	-2	-3	-5	-2	-7.0	-3	15	4	0	-1
COc1ccc(CSC2=NCCN2)cc1Cl	-5	-2	-5	-11	0.9	3	-1.3	-3	?	2
CCN(CC)C(=S)SC1CCCCN(C(=O)c2ccc(F)cc2)C1=O (centres undefined)	0	3	-9	10	-0.4	-1	-0.4	6	1	-10
Cc1cc(C)nc(SCCCNCc2ccc(Br)cc2)n1	-7	32*	-3	0	-1.9	-5	-1.7	-1	-4	-3
O=C(C1CCCN(S(=O)(=O)c2cccnc2)C1)N1CCn2c1nc1ccccc12 (centres undefined)	nt	-7	9	-3	2.0	4	-0.7	-8	6	-5
Cc1ccc(SCC(=O)OCC(=O)NCc2ccco2)cc1	-4	-1	-5	0	0.8	-5	-0.2	1	16	-5
CSCC[C@H](NC(=O)c1ccc(Br)o1)c1nnc2ccccn12	3	0	-2	9	0.7	2	-1.0	-7	3	6
CCOC(=O)C1=C(C)N=C2SC(C)C(=O)N2C1c1ccc(C(=O)OC)cc1 (centres undefined)	-1	-1	-7	-15	0.6	1	-1.7	-5	3	-1
O=C(NNC(=O)c1ccc(Cl)nc1)c1ccc(Br)cc1	-3	-2	-5	-5	1.9	-1	-0.4	3	-2	-2
CCOC(=O)c1[nH]c(C)c(C(=O)c2ccc(C)cc2)c1C	nt	0	-5	5	-2.2	2	-1.9	-6	2	-2
NS(=O)(=O)c1ccc(NC(=O)COC(=O)COc2ccc(Br)cc2)cc1	-4	-5	-4	nt	-0.5	0	-3.4	-7	-1	0
CN(Cc1ccccc1Cl)C(=O)c1cc2ccccc2o1	2	-5	4	nt	0.1	-2	-1.4	8	17	-8
O=C(O)CCc1ccc(-c2ccc(Br)cc2)o1	nt	3	-2	3	-1.0	-7	0.1	-3	5	3
CCOC(=O)c1cc2c(c(CCO)n1)[C@H](CCO)N(S(=O)(=O)C(C)(C)C)C2	-1	-4	0	3	1.5	-8	0.2	1	1	1
CCNC(=O)COC(=O)c1cc(S(=O)(=O)N2CCCCC2)ccc1C	2	-1	10	-23	0.4	-4	-1.7	-10	-3	1
c1ccc(CC2CCN(c3nc4ccccc4n4nnnc34)CC2)cc1	-7	4	3	1	-0.8	-6	0.6	1	-1	-19
COc1cc(S(=O)(=O)n2ccc(C)n2)c(OC)cc1Cl	2	4	-1	13	0.3	7	-1.8	1	nt	-4
CCCNCc1nnc(-c2ccccc2Cl)o1	-4	1	-13	31	-0.2	-1	-1.5	1	nt	-3
CC1CC(C)CN(c2nc3c(c(=O)n(C)c(=O)n3C)n2CCSc2ncccn2)C1 (centres undefined)	-7	-1	-6	16	1.3	1	0.3	0	5	-2
COc1c2ccoc2c(OC[C@@H](O)C(C)(C)OC)c2oc(=O)ccc12	-7	-1	-7	0	0.6	6	-0.2	3	-30	3
COc1ccc(C)cc1NC(=O)CSc1ccc(-c2ccccn2)nn1	0	-3	7	-38	-2.2	-6	-2.8	-5	-9	-1
COc1ccc(NC(=O)C2CC(=O)N/C(=N/NC(=O)c3ccc(Cl)cc3)S2)cc1 (centres undefined)	0	-9	8	8	-1.5	0	-1.0	-9	4	6
CC(=O)CC(c1ccccc1)S(=O)(=O)c1ccc(C)cc1 (centres undefined)	0	2	-5	33	0.8	8	-3.2	-2	7	3
Cc1cc(NCc2ccccn2)nc2ccccc12	-1	-3	-16	-4	2.1	-6	-0.4	5	-6	2
O=C(NCc1ccco1)C1CCN(c2nnc(-n3cccc3)s2)CC1	nt	6	-15	-2	0.7	-4	-2.3	1	7	4
CC(=O)N1CCN(CC(=O)Nc2ccccc2C(=O)Nc2ccccc2)CC1	-4	-1	6	40	1.9	-2	-0.9	-1	6	0
CCOC(=O)N1CCC2(CC1)C(C#N)=C(N)Oc1n[nH]c(C)c12	nt	-1	-4	15	0.8	-1	-1.3	-1	8	-2
CC(=O)Nc1cc(-c2ccc(F)cc2)[nH]n1	2	0	4	23	-0.4	-2	-0.8	-15	-16	3
CCn1c(Cl)c(C=O)s/c1=N\S(=O)(=O)c1ccccc1	-3	10	-6	-12	-7.7	-17	1.8	-1	13	-4
Cc1cc(NC(=O)Cn2nc([N+](=O)[O-])c(Br)c2C)no1	-4	-2	-15	nt	-1.3	-4	-3.6	2	-7	1
CCCCC(=O)Nc1nc2ccc(C(=O)OC)cc2s1	0	-1	2	-66	-2.4	-5	-3.5	-7	-9	-5
O=C(CNc1n[nH]c(=O)[nH]c1=O)N/N=C/C1CC=CCC1 (centres undefined)	0	2	-1	9	-8.6	-2	-1.1	-1	2	0
CN1OC[C@@H]2CN[C@H](c3cccc(-c4ccc(C#N)cc4)c3)C[C@@H]21	8	2	7	4	-2.4	3	0.8	-8	-6	-1
Cc1cc(C)cc(C(=O)NCCCN2CCOCC2)c1	6	2	-9	11	0.4	-1	-1.6	-3	-8	0
COc1ccc(CN(C)Cc2cc(=O)n3ccsc3n2)c(OC)c1OC	10	4	-1	14	-0.3	-4	-0.3	6	-7	2
O=C(C1CCCCC1)N1CCC(c2nc3c(nnn3Cc3c(F)cccc3Cl)c(=O)[nH]2)CC1	-3	-3	-9	-6	-3.0	3	-4.0	-22	26	3

Continued (3 carried over from the part before).
SMILES	CAL PDZ FP-1	RTF Ca sens act	PKA-R2B act	SR-BI DiI-HDL act	C-LANA FP	Keap1-Nrf2 PPI	CAL PDZ FP-2	Cardiac RTF inh	Rtt109 HAT inh	DAGLB inh
Cc1cc(C)cc(C(=O)NCCCN2CCOCC2)c1	6	2	-9	11	0.4	-1	-1.6	-3	-8	0
COc1ccc(CN(C)Cc2cc(=O)n3ccsc3n2)c(OC)c1OC	10	4	-1	14	-0.3	-4	-0.3	6	-7	2
O=C(C1CCCCC1)N1CCC(c2nc3c(nnn3Cc3c(F)cccc3Cl)c(=O)[nH]2)CC1	-3	-3	-9	-6	-3.0	3	-4.0	-22	26	3
O=C(CN1CCOCC1)Nc1ccccc1	-1	-1	1	15	-2.2	-4	-0.2	-4	6	0
CCOc1ccc(C2/C(=C(\O)c3ccc4c(c3)OCCO4)C(=O)C(=O)N2CCCN2CCOCC2)cc1OC (centres undefined)	-3	-2	-6	32	1.3	-4	0.9	-5	15	-1
CCCCNC(=O)c1onc(CS(=O)(=O)c2ccccn2)c1C(=O)NCCCC	-3	2	0	31	1.7	0	-0.6	6	-16	1
COc1ccc(CNC(=O)c2c(F)c(F)c(F)c(F)c2F)cc1	-1	1	-8	18	-2.0	-3	-0.5	-9	7	-4
CCOC(=O)CNC(=O)C1c2cc(OC)c(OC)cc2C(=O)N(C)C1c1ccccc1F (centres undefined)	-2	-3	0	-14	-0.3	-2	0.4	2	-13	1
COc1ccc(N2CCN(C(=O)[C@H](Cc3c[nH]c4ccccc34)NC(C)=O)CC2)cc1	-3	-5	-6	6	1.1	-2	-7.4	3	3	0
O=C(CNC(=O)c1cccc(N2C(=O)c3ccccc3C2=O)c1)Nc1ccc(F)c(F)c1	-9	1	-6	7	2.4	6	0.0	-4	-2	6
CCCCc1cn([C@@H](CCCCNC(=O)OC(C)(C)C)C(=O)N2CCN(C(=O)OC(C)(C)C)CC2)nn1	-1	5	3	-14	-0.5	0	-0.9	9	13	-4
Cc1nnc(SCC(=O)Nc2sc3c(c2C(N)=O)CCCC3)[nH]c1=O	-4	5	0	29	-0.3	-2	-0.6	-2	3	1
CCN1CCN(C(=O)c2nn(-c3ccc(C)cc3)c(=O)c3c2c2ccccc2n3C)CC1	-2	-2	1	-2	-1.3	-1	-0.3	-5	35	-2

3 compounds from above, arranged by the value under CAL PDZ FP-2, smallest number first:
SMILES | CAL PDZ FP-1 | RTF Ca sens act | PKA-R2B act | SR-BI DiI-HDL act | C-LANA FP | Keap1-Nrf2 PPI | CAL PDZ FP-2 | Cardiac RTF inh | Rtt109 HAT inh | DAGLB inh
CCCCc1cn([C@@H](CCCCNC(=O)OC(C)(C)C)C(=O)N2CCN(C(=O)OC(C)(C)C)CC2)nn1 | -1 | 5 | 3 | -14 | -0.5 | 0 | -0.9 | 9 | 13 | -4
COc1ccc(CNC(=O)c2c(F)c(F)c(F)c(F)c2F)cc1 | -1 | 1 | -8 | 18 | -2.0 | -3 | -0.5 | -9 | 7 | -4
CCOc1ccc(C2/C(=C(\O)c3ccc4c(c3)OCCO4)C(=O)C(=O)N2CCCN2CCOCC2)cc1OC (centres undefined) | -3 | -2 | -6 | 32 | 1.3 | -4 | 0.9 | -5 | 15 | -1
